Screening results from PubChem.
PLCg1 inh = blocks human PLC-gamma1 enzyme activity. inhibition, % at 12.2 µM. 370,000 tested, 0.84% active. P19174. purified PLC-gamma1, fluorogenic substrate, fluorescence. AID 720700; in the data active = inhibition above about 9.5%
LEDGF integ inh = blocks HIV-1 LEDGF/p75-dependent DNA integration; TR-FRET IN-LEDGF/p75 DNA integration, Eu/Cy5; 370,000 tested, 0.64% active; inhibition, % at 3.7 µM;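 active = inhibition above the screen-wide mean plus 3 SD, cut at about 13% in these data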;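 also: signal is the Cy5 over europium emission ratio at 671 and 618 nm; 0% = plate median of compound wells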
Tn7 DDE FP = DD(E)-Tn7 binding inhibition, primary FP screen. P02675. FP displacement of FITC-Tn7 peptide from fibrin DD(E); 0% = median of compound wells per plate. inhibition, % at 8.3 µM. 370,000 tested, 0.13% active. AID 720508;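 active = inhibition above the mean of compounds falling within the control limits plus 3 SD of them, cut at about 14% in these data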;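 also: 0% = plate median of compound wells and 100% = 10 µM Aha-Tn7 peptide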
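assay system = human clot-derived fibrin DD(E) complex | quantity = Fibrin-DD(E) at 2 µM final | timing = 10 min preincubation, 3 h with tracer, room temperature | signal = fluorescence polarization | measure = percent inhibition | benchmarks = high control wells with 10 µM unlabelled Aha-Tn7 peptide (full inhibition) | replicates = singlicate testing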
ASAP1 GAP inh = ASAP1 ArfGAP inhibition; Q9ULH1; ASAP1-stimulated ARF1 GTP hydrolysis, GDP FP detection; inhibition, % at 16.5 µM; 360,000 tested, 0.19% active; AID 624377; in the data active = inhibition above about 25%;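 also: 0% = vehicle with enzyme and substrate and 100% = no enzyme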
Target sequence (Q9ULH1 325-724 limits assumed): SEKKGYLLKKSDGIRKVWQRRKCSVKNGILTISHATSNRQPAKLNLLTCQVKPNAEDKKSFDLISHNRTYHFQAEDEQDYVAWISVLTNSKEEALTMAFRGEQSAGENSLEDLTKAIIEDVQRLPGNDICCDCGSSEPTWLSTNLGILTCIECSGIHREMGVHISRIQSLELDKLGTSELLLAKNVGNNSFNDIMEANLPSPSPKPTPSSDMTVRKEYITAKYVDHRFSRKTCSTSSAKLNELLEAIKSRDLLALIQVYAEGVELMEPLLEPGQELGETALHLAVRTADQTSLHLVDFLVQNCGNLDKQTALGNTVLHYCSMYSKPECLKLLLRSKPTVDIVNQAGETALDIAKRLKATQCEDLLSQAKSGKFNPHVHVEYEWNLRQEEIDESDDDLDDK
KLK7 zymogen act = activates the human kallikrein-7 zymogen. P49862. AID 652039. activation, % at 7 µM. 370,000 tested, 0.9% active. purified proKLK7, EDANS-DABCYL substrate fluorescence; 100% is mature enzyme control, 0% vehicle;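 active = activation above the mean of all tested compounds plus 3 SD, computed per campaign excluding outliers beyond control limits, cut at about 13% in these data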
Target sequence (P49862 whole entry, looked up): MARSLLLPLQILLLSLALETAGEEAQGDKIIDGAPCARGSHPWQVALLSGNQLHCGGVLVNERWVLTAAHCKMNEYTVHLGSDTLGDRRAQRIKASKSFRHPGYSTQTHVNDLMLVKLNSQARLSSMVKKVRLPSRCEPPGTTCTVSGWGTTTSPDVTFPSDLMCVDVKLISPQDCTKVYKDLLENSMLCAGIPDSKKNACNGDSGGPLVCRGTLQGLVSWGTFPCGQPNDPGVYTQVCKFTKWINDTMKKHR
ADAM17 inh = inhibits human ADAM17. 370,000 tested, 0.83% active. recombinant ADAM17, EDANS/DABCYL FRET peptide cleavage. P78536. inhibition, % at 6.95 µM;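 active = inhibition above the mean of compounds lying between control limits plus 3 SD, set per campaign, cut at about 8.5% in these data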;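 also: 0% = DMSO-only wells as the low control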
Tn6 DDE FP = DD(E)-Tn6 binding inhibition, primary FP screen | P02675 | Fibrin DD(E) TRITC-Tn6 fluorescence polarization displacement | inhibition, % at 8.3 µM | 370,000 tested, 0.21% active;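 active = inhibition above a per-campaign cutoff: mean of compounds within control limits plus 3 SD, cut at about 15% in these data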;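 also: 0% = median of all compound wells on the plate and 100% = blocking peptide control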
ARFGAP1 inhibitor = rat ARFGAP1 inhibition; Arfgap1-stimulated ARF1 GTP hydrolysis, GDP FP detection; 360,000 tested, 0.26% active; inhibition, % at 16.5 µM; Q62848;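 active = inhibition above a per-plate limit, mean inhibition of low control wells plus 3 SD, cut at about 25% in these data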;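 also: 0% = DMSO wells with enzyme and 100% = wells lacking Arfgap1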
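system = rat Arfgap1 catalytic domain, aa 1-136 | technique = FP, GDP Alexa 633 tracer displaced from anti-GDP antibody, 620/688 nm | compound = one concentration, 16.5 µM, DMSO 1.26% | medium = HEPES-based buffer, pH 7.5 | timing = compound-enzyme preincubation 20 min, reaction 120 min, detection 60 min, 25 °C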
ADAM10 inh = inhibitors of human ADAM10; O14672; recombinant ADAM10, EDANS/DABCYL FRET peptide cleavage, 3 h; inhibition, % at 7 µM; 370,000 tested, 0.62% active; AID 720582;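 active = inhibition above a per-campaign cutoff equal to the mean of compounds falling between control-based bounds plus 3 SD, cut at about 20% in these data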;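 also: 0% = DMSO wells while the 100% control is not disclosed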
TDP2 inh = blocks human TDP2 phosphodiesterase activity | inhibition, % at 12.8 µM | 370,000 tested, 0.34% active | recombinant TDP2, T5PNP hydrolysis, p-nitrophenol absorbance 415 nm;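 active = inhibition above the mean of all tested compounds plus 3 SD, set per campaign, cut at about 25% in these data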;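 also: 0% = DMSO with enzyme and 100% = buffer with substrate but no TDP2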
Target sequence (O95551 whole entry, looked up): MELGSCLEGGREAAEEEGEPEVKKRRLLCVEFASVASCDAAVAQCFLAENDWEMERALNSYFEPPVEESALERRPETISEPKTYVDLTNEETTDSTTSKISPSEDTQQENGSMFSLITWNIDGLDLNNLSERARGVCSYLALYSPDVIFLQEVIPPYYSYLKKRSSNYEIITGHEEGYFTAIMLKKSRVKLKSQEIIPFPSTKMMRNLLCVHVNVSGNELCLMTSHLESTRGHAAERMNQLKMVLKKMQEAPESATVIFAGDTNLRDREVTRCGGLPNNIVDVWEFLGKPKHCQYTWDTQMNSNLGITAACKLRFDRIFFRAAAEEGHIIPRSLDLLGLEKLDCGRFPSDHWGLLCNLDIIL
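System – recombinant human TDP2 · Quantity – TDP2 enzyme at 120 nM final · Doses – single concentration, 12.8 µM nominal, with 1% DMSO · Incubation – 2 h at 37 °C · Measured by – epi absorbance of p-nitrophenol freed from T5PNP by hydrolysis · Read-out – % inhibition relative to enzyme-containing and enzyme-free wells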
Active calls of the source: *; i = inactive; / = not tested or not shown.

SMILES	PLCg1 inh	LEDGF integ inh	Tn7 DDE FP	ASAP1 GAP inh	KLK7 zymogen act	ADAM17 inh	Tn6 DDE FP	ARFGAP1 inhibitor	ADAM10 inh	TDP2 inh
O=C(C1COc2ccccc2O1)N1CCN(Cc2ccc3c(c2)OCO3)CC1 (centres undefined)	4	4	4	16	0.4	2	1	-4	-1	-1
CC1CCN(CCCNC(=O)c2ccc(N3CCCC3=O)cc2)CC1	0	-1	-2	-2	0.0	-5	3	1	-11	-2
CC(C(=O)NC1CCCc2ccccc21)N1CCN(c2ccc(F)cc2)CC1 (centres undefined)	3	1	-2	-2	0.1	1	-1	13	-6	8
COc1cc(/C=C/[N+](=O)[O-])ccc1OC(=O)c1cc2ccccc2oc1=O	-1	-4	8	3	0.2	-7	-4	5	-5	3
Cc1cc2cc3c(cc2nc1SCC(=O)OC(C)C)OCO3	-1	2	6	-2	-0.5	-3	10	-7	1	6
COc1ccccc1C(=O)NC(=O)COC(=O)c1cnc(C)cn1	0	2	-2	2	-0.5	-1	0	-43	-4	-11
COc1ccc(-n2c(SCC(=O)NCCCSC)nnc2-c2ccncc2)cc1	5	2	-8	/	-0.4	-1	1	/	4	-2
CNC(=O)c1cc(C(=O)c2ccc(Cl)cc2)c(Br)[nH]1	0	-3	-6	10	0.2	-2	-7	11	4	19
COc1ccccc1N1CCN(C(=O)c2cccc(S(=O)(=O)N3CCCCCC3)c2)CC1	-1	-2	5	-6	0.3	2	-8	-3	-13	0
CCC(C)(C)NC(=O)C(c1cccc(OC)c1OC)N(Cc1ccc(OC)cc1)C(=O)CCC(=O)Nc1cc(C)on1 (centres undefined)	6	0	3	-5	0.0	2	1	3	20	-8
COC(=O)c1ccc(NC(=O)CN2CCN(c3ccccc3C)CC2)cc1	-4	2	-8	1	-0.3	-4	-8	3	-2	11
COc1ccccc1OC(=O)CCN1c2ccccc2Sc2ccccc21	1	-1	1	8	0.3	7	-5	-1	13	1
Cc1ccc(C)c(-n2nnnc2SCC(=O)NNC(=O)c2ccco2)c1	-3	9	5	-1	0.2	-1	20*	-13	-4	5
CC1Cc2ccccc2N1C(=O)CSc1nnc(-c2ccc(S(=O)(=O)N3CCOCC3)cc2)n1C (centres undefined)	0	0	-3	4	1.2	-1	4	5	-3	1
COc1ccc(OC)c(C(=O)CSc2nc3ncccc3[nH]2)c1	-3	2	6	-1	0.6	0	8	-5	2	4
O=C(NC(=S)Nc1ccc2c(c1)OCCO2)c1ccccc1F	1	-6	3	10	-0.2	-3	0	5	5	3
Cc1ccc(OCC(=O)Nc2ccc3c(c2)C(=O)NC3=O)cc1	-1	-3	4	7	-1.2	-4	1	6	-6	1
CCOc1[nH]n(-c2ccc(Cl)cc2)c(=O)c1C=Nc1ccc(Cl)cc1	0	3	10	-3	0.6	-5	6	1	-2	7
CC1(C)c2[nH]c3ccccc3c2C[C@@H]2C(=O)N(c3ccc(F)cc3F)C(=O)N21	-28	-3	-3	7	3.1	-8	-5	7	-9	7
CCOc1ccc(NC(=O)c2cccc3ccccc23)cc1	1	-1	0	13	0.0	-5	2	7	0	9
CCOC(=O)C1(C)CCN1C(=O)CSc1ccccc1 (centres undefined)	0	-1	7	14	0.1	-3	1	-7	-1	-2
CCOC(=O)Cn1c(=O)c(-c2cc(Br)ccc2N)nc2ccccc21	0	2	-4	-14	-0.1	-3	2	-1	5	8
O=C(Nc1ccc(S(=O)(=O)N2CCCC2)cc1)C1CCCCC1	-1	-1	-6	-4	0.4	0	0	-2	-1	2
O=C(NCc1ccc2c(c1)OCO2)c1c(-c2ccsc2)sc2ccccc12	-3	2	4	8	-0.5	-4	-1	3	-4	0
O=C(COC(=O)c1ccc(F)cc1)NCC1COc2ccccc2O1 (centres undefined)	-2	-1	-1	4	0.0	-3	5	9	-5	13

2 records picked at random from those above:
SMILES	PLCg1 inh	LEDGF integ inh	Tn7 DDE FP	ASAP1 GAP inh	KLK7 zymogen act	ADAM17 inh	Tn6 DDE FP	ARFGAP1 inhibitor	ADAM10 inh	TDP2 inh
CC1CCN(CCCNC(=O)c2ccc(N3CCCC3=O)cc2)CC1	0	-1	-2	-2	0.0	-5	3	1	-11	-2
CCC(C)(C)NC(=O)C(c1cccc(OC)c1OC)N(Cc1ccc(OC)cc1)C(=O)CCC(=O)Nc1cc(C)on1 (centres undefined)	6	0	3	-5	0.0	2	1	3	20	-8

(continued)
SMILES	PLCg1 inh	LEDGF integ inh	Tn7 DDE FP	ASAP1 GAP inh	KLK7 zymogen act	ADAM17 inh	Tn6 DDE FP	ARFGAP1 inhibitor	ADAM10 inh	TDP2 inh
CCCCNC(=O)CSc1nc(O)c(Cc2ccc(OC)cc2)c(=O)[nH]1	1	0	4	-4	-0.5	-3	-3	-5	-4	-2
O=C(CSc1nnc2n1CCCCC2)NCc1ccccc1	-2	2	-5	-12	0.5	-4	0	11	-2	6
COc1ccc(C(=O)OCC(=O)NC(=O)NC2CCCC2)c(O)c1	-1	0	0	6	-0.1	-1	0	6	4	-1
O=C(CSc1ccccc1)Nc1ccc(C(=O)Nc2ccc(O)cc2)cc1	0	-2	5	6	1.9	-3	3	2	-5	4
CCOC(=O)[C@]12CCCCC/C=C\1N(CCc1ccc(Cl)cc1)C(=O)[C@H]2CC(=O)NCc1ccc(C)o1	4	6	0	/	0.3	9.4*	-4	/	5	-16
C=C1CC[C@@H]2[C@](C)(CO)[C@H](O)CC[C@@]2(C)[C@@H]1C/C=C1/C(=O)OCC1O (some centres undefined)	3	-6	5	0	-0.1	-4	4	-4	-2	-5
CCOC(=O)c1c(C)[nH]c(C)c1S(=O)(=O)N(C)CC(=O)Nc1cccc(C)c1	5	0	1	-3	0.7	3	-4	7	4	-8
CCOC(=O)N1CCN(CC(=O)Nc2nccs2)CC1	-14	0	7	-7	1.9	-8	6	-6	-34	-3
CC1CCN(C(=O)Cn2ncc3c4ccccc4n(C)c3c2=O)CC1	-3	-1	1	10	0.8	-20	-2	16	-46	-1
O=c1[nH]cnc2nc3n(c12)CCCCC3	3	0	-1	1	0.0	-2	-5	3	0	4
COc1ccc(NC(=O)CCNC(=O)Cn2ccc3ccccc3c2=O)c(OC)c1	1	1	3	-6	0.4	-3	-1	-13	-18	-3
C=CCOC(=O)c1c(C)nc2cc3c(cc2c1C)OCO3	-4	2	-4	2	0.0	-14	-3	-2	-39	2
CCCCCCOc1ccc(C(=O)NCCCn2ccnc2)cc1	0	1	4	0	-0.3	0	-4	10	3	-10
Cc1[nH]c(C)c(S(=O)(=O)NCc2ccc(F)cc2)c1C(=O)N1CCCC1	1	-2	4	-1	0.0	7	2	7	1	-14
CSc1cccc(NC(=O)Nc2ccccc2C(N)=O)c1	-23	-1	-4	-4	1.1	-23	-5	-7	-46	8
CCn1c(O)c(C=NCc2cccs2)c(=O)n(CC)c1=S	-4	4	2	4	-0.3	-1	2	-1	6	1
COc1cccc(OCc2cc(C(=O)N(C)Cc3nc4ccccc4[nH]3)no2)c1	-3	-1	10	-4	-0.1	0	8	-13	0	-3
CSCCC(c1nnnn1Cc1ccccc1)N1CCN(C/C=C/c2ccccc2)CC1 (centres undefined)	-2	-1	3	8	-0.2	-3	-8	-18	-7	-6
O=C(NCCC1=CCCCC1)C(=O)NCC(c1ccco1)N1CCN(c2ccccc2F)CC1 (centres undefined)	-3	-2	3	-4	-0.7	-4	-2	3	-1	4
CCCc1[nH]nc2c1C(c1ccoc1)C(C#N)=C(N)O2 (centres undefined)	-2	1	-4	7	0.0	-5	5	8	-3	16
COCCn1c(=NC(=O)CCS(=O)(=O)c2ccccc2)sc2cc(C(=O)OC)ccc21	1	0	9	-8	-0.4	2	3	-12	8	18
Cc1cc(NC(=O)CCC(=O)N(C2CC2)C(C(=O)NC(C)(C)C)c2ccccc2Cl)no1 (centres undefined)	0	2	-2	-6	0.1	1	-1	-6	4	14
O=C1/C(=C/c2cccnc2)SC(=S)N1CC1CCCO1 (centres undefined)	0	2	7	8	0.0	1	0	-5	-1	7
COc1cc(OC)cc(C(=O)N2CCN(S(=O)(=O)c3ccc4c(c3)OCCO4)CC2)c1	3	2	3	-1	0.8	-3	-2	-1	-5	3
CC(OC(=O)CCCC(=O)Nc1ccccc1)C(=O)c1ccccc1 (centres undefined)	0	3	-6	5	-0.1	2	-3	12	5	12

Looked up above.
In ADAM17 inh, COc1cc(OC)cc(C(=O)N2CCN(S(=O)(=O)c3ccc4c(c3)OCCO4)CC2)c1 has -3
In ADAM10 inh, O=C(CSc1ccccc1)Nc1ccc(C(=O)Nc2ccc(O)cc2)cc1 has -5

(next part)
SMILES	PLCg1 inh	LEDGF integ inh	Tn7 DDE FP	ASAP1 GAP inh	KLK7 zymogen act	ADAM17 inh	Tn6 DDE FP	ARFGAP1 inhibitor	ADAM10 inh	TDP2 inh
COc1ccc(C(=O)Oc2ccc(N(C)S(=O)(=O)c3ccccc3)cc2)cc1[N+](=O)[O-]	1	-5	-4	-3	-0.8	1	-11	9	20	-7
COc1cc(OC)cc(C(=O)NCc2ccc3[nH]c(C)cc3c2)c1	-19	0	-3	16	0.4	-2	7	7	-2	2
O=C(N/C(C(=O)N1CCOCC1)=C(\Sc1ncccn1)c1ccccc1)c1ccccc1	-41	-3	15*	-7	2.6	-11	9	-11	-21	-1
COc1ccc2oc(-c3ccccc3)c(C(N)=O)c2c1	-375	-3	-4	4	13*	-173	7	7	i	0
Cc1cccc(CC(=O)N2CCC(N3CCC(C(=O)N4CCOCC4)CC3)CC2)c1	1	-1	-5	0	0.5	-6	0	-2	-1	-1
CCOC(=O)C1Cc2ccccc2CN1 (centres undefined)	1	-8	0	-12	-0.3	-3	-7	7	-6	1
COc1ccc(/C=N/Nc2cc(OC)ncn2)cc1	1	3	4	2	-0.5	3	-6	11	8	-4
CC(=O)NCCNc1nc2cc(-c3ccc(Cl)cc3C)sc2c(=O)n1C	-6	-3	2	-5	0.0	-11	5	6	-49	-4
C=CCOc1ccccc1CN1CCC(Cc2ccccc2)CC1	3	0	4	-1	0.4	0	10	5	-6	-5
COc1ccc(S(=O)(=O)N(C)CC(=O)NCc2ccc3c(c2)OCO3)cc1	-2	-2	3	0	-0.1	1	7	-13	0	0
C=C(C)c1cccc(C(C)(C)NC(=O)NC2CC(C)(C)NC(C)(C)C2)c1	5	4	-2	-6	3.8	-1	4	3	5	-9
CCN1C(=O)c2cccc3c(NC(=O)C4CCCCC4)ccc1c23	-34	0	-4	16	0.1	0	-1	8	-8	-12
C=C(C)CNC(=S)/N=c1\scc(C)n1CC	7	1	-3	8	-0.4	4	-4	0	8	-3
CC(C)(C)C(=O)[C@@H]1[C@@H]2C(=O)N(c3ccc4c(c3)OCCO4)C(=O)[C@@H]2C2c3ccccc3C=CN21 (some centres undefined)	-9	8	3	3	-0.4	1	1	1	8	27*
COc1cc(/C=C/C(=O)OCC(=O)Nc2oc(C)c3c(C)n[nH]c(=O)c23)ccc1OC(F)F	-4	-1	2	4	1.4	-7	6	6	-17	7
